# KDM5B inhibitor: blocks human KDM5B histone demethylase activity; Q9UGL1; KDM5B demethylase, FDH-coupled NADH fluorescence (FDH is formaldehyde dehydrogenase); Potency, µM (series often up to 57.7 µM), inactives show top-dose activity change, negative = inhibition, most hits filed as inhibitors; 2.6% of 220,000 active; active means well fitted inhibition curve with a large enough effect; inconclusive means small, poorly fitted or top-dose-only effect; inactive means no such curve, though single readings can be large or run the other way; further: 0% is about no effect; nearly all actives have a fitted effect of over 70% in size
# Target sequence (Q9UGL1 whole entry, looked up): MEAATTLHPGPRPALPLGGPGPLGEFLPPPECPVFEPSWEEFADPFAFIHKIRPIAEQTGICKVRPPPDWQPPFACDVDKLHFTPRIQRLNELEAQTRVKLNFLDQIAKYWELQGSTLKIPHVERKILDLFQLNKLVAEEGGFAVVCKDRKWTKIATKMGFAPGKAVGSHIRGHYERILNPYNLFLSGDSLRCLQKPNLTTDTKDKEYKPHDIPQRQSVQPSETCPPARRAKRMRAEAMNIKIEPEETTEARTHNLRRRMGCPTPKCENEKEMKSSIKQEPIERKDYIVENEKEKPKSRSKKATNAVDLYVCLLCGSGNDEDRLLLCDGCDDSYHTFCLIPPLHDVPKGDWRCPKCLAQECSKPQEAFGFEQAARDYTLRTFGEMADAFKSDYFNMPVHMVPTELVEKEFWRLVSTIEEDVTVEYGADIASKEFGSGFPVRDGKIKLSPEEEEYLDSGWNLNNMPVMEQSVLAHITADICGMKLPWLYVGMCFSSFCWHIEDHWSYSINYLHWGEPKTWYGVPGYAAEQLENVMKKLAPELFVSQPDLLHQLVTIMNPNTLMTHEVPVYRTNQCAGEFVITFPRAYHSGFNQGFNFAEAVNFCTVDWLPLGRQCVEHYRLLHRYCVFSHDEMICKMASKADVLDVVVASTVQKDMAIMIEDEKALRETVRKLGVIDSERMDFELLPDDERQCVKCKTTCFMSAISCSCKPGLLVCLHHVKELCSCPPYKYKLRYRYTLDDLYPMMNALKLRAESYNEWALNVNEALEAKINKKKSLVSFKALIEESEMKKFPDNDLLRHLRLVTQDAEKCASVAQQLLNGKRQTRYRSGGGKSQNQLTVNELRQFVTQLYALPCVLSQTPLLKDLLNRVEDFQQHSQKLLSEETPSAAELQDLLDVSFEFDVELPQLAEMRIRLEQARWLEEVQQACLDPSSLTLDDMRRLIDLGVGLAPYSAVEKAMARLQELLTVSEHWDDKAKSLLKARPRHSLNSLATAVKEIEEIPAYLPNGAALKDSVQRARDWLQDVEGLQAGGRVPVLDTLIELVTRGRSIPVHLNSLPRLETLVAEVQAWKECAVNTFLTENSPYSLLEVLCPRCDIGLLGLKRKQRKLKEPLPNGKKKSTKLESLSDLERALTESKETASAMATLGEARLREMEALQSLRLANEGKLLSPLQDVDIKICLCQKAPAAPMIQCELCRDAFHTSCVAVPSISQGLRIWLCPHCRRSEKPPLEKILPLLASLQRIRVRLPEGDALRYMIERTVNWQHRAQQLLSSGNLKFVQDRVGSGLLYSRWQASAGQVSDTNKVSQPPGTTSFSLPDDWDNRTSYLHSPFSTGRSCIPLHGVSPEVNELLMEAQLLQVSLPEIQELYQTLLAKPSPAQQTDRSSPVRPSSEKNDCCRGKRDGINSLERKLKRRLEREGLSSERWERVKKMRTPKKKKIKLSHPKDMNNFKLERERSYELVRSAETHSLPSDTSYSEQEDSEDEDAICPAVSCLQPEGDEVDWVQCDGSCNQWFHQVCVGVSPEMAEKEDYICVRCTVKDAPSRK
#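 KDM5BΔAP (200 nM final) in 50 mM HEPES pH 7.5, 0.01% Tween-20 was preincubated 10 min at RT with compound over a concentration range. Substrate mix (H3K4me3 12.5 µM, α-KG 25 µM, Fe²⁺, ascorbate, NAD⁺, FDH) was added, and NADH fluorescence change over 30 min gave dose-response curves.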
# * marks the source's active call; other numbers are inactive results; i = inactive; ? = inconclusive; & = joins results of further samples; [ ] = dose if it differs, or a comment. Potency means the concentration at half of the fitted maximal effect. Some of the compounds tested; the hit share may differ from the screen's.
smiles | KDM5B inhibitor
CCn1c(CC(=O)Nc2ccc(Cl)cc2)nnc1SCC(=O)N1CCOCC1 | 31.0%
O=C(Nc1cccc(CNCc2ccccn2)c1)c1cccc(F)c1 | 5.5%
COc1ccc(CC(=O)N2N=C(c3ccccc3)CC2(O)C(F)(F)F)cc1 (stereo unspecified) | 8.1%
CC1CCN(CCCNC(=O)c2cc(=O)c3ccccc3o2)CC1 | 2.7%
CCOC(=O)c1ccc(NC(=O)CSc2ccc(-c3ccccn3)nn2)cc1 | -10.5%&-14.1%
O=Cc1cccn1-c1ccc(Cl)c(Cl)c1 | 13.5%
Cc1ccc(OCC(=O)N2CC[C@@](O)(C3CCOCC3)[C@H](C)C2)cc1 | 16.4%
COc1ccccc1/C=C/c1nc(C#N)c(NC(C)c2ccccc2)o1 (stereo unspecified) | ?
CCCc1cc2c(=O)c(-c3ccc4c(c3)OCCCO4)coc2cc1OS(C)(=O)=O | 19.6%
O=C(/C=C/c1cccc(O)c1)c1cccs1 | -14.2%
COCCN(Cc1ccco1)C(=O)c1ccc(S(C)(=O)=O)cc1 | -6.8%
C=CCNc1oc(COc2ccccc2OC)nc1C#N | 15.7%
CCOC(=O)C(CC)n1nnc2sc(-c3ccccc3)cc2c1=O (stereo unspecified) | ?
Cc1cc(F)ccc1NC(=O)Cn1nc(N2CCN(c3ccccc3)CC2)ccc1=O | -27.6%
Cc1c(C(F)(F)F)nc(-c2ccc(CN3CCNCC3)cc2)[nH]c1=O | 5.8%
COc1cc(/C=C2/SC(=S)N(Cc3ccccc3)C2=O)cc(OC)c1O | 25.5%
Cc1cccc(OCC(=O)NCC(=O)N=Nc2c(O)[nH]c3ccc([N+](=O)[O-])cc23)c1 | -4.0%
O=C(Nc1ccc(F)c(Cl)c1)c1nn(Cc2ccccc2)c(=O)c2ccccc12 | 18.9%
COc1ccccc1N(CC(=O)NCCc1ccccc1)C(=O)CCC(=O)Nc1nccs1 | 17.7%
CC(C)N1CC[C@H](c2nc3ccc(C#N)cc3[nH]2)C1 | ?
COc1cc(OC)c(NC(=O)C(C)n2c(=O)cc(-c3ccccc3)c3c(C)nn(C)c32)cc1Cl (stereo unspecified) | ?
CC(=O)Oc1ccc2c(=O)c(Oc3ccccc3Br)c(C)oc2c1 | 24.2%
CCc1c(C)sc(NC(=O)CCl)c1C#N | -10.4%
CN1CCC(NC[C@H]2COCc3nc4cc(F)ccc4n32)CC1 | 6.4%[86.2 µM]
Cc1cccc(OCC(=O)Nc2ccc3c(c2)nc(CCn2nc(C)cc2C)n3C)c1 | 8.1%
O=C1[C@H]2CN(Cc3ccc(OC(F)(F)F)cc3)C[C@H]2C(=O)N1Cc1ccc2c(c1)OCO2 | -14.6%
CC(C)N1Cc2nnn(Cc3ccccc3)c2-c2ccccc2S1(=O)=O | 22.6%
CCNC(=O)Nc1ccc([C@@H](O)[C@H]2COCC(=O)N2CCOCC)cc1 | 1.4%[86.2 µM]
c1ccc(OCCCn2cc(-c3cncnc3)nn2)cc1 | -6.3%
CCc1ccc(C(=O)N2CCC(Cc3nc(-c4cnccn4)no3)CC2)cc1 | -6.3%
OCC1CN(Cc2ccc(Br)cc2)CC12CCNCC2 (stereo unspecified) | ?
Cc1ccc(NC(=S)NC(=O)C2CCC2)cc1C | -11.3%
CC(Oc1ccc(F)cc1)C(=O)NCC1(N(C)C)CCCCC1 (stereo unspecified) | 1.1%
CC(C)(C)CNc1cc(Cl)nc2ccnn12 | -8.2%[86.2 µM]
CC(=O)c1ccc(OCC(=O)c2ccc3c(c2)OCO3)cc1 | 7.5%
O=C(Cc1c(F)cccc1Cl)N/N=C/c1cccnc1 | 22.9%
O=C(O)Cn1cc(C(C(=O)O)N2CCN(Cc3cccc(Cl)c3)CC2)c2ccc(F)cc21 (stereo unspecified) | -7.5%
COc1cccc([S+](=O)([O-])N2CCC3(CC2)CNC(=O)c2ccccc2O3)c1 | -16.2%
COCCC(=O)N1CCc2nnc([C@@H]3C[C@@H](O)CN3C(C)C)n2CC1 | ?
Cn1nc2c(c1NC(=O)Cn1nc3c(cc1=O)CCCCC3)CSC2 | -29.4%
CC(C)Cn1nc(C(=O)OCC(=O)NCC(F)(F)F)c2ccccc2c1=O | -0.6%
COC(=O)c1ccc(/C=N/OCCOc2ccccc2Cl)cc1 | 19.8%
CCOc1ccccc1OCc1nn2c(C(C)C)nnc2s1 | -7.8%
CN1CCC(Nc2ccc3c(n2)CN(Cc2ccc(F)cc2)C(=O)CO3)CC1 | ?
Cc1ccc(C)c(S(=O)(=O)N2[C@@H]3CC[C@H]2CC(NC(=O)c2ccc(F)cc2)C3)c1 (stereo partly specified) | -2.0%
O=S(=O)(c1ccc2nc(N3CCN(c4ccccc4F)CC3)ccc2c1)N1CCCCC1 | -59.5%
CNC(=O)CCC[C@@H]1[C@H]2CCCN3CCC[C@@H](CN1C(=O)CCOC)[C@@H]23 | -28.2%
CS(=O)(=O)N(C1CCOCC1)C1CN(C(=O)Nc2ccccc2)C1 | 17.5%
CCNC(=O)c1cccnc1OC1CCN(C(=O)CC2CCCCC2)C1 (stereo unspecified) | ?
CC(=O)Nc1cc(C(=O)NC2CCCCC2)c2ccc(C)nc2c1 | 22.4µM*
O=C1CC(c2ccccc2O)Cc2nc(N3CCN(c4cccc(C(F)(F)F)c4)CC3)ncc21 (stereo unspecified) | 9.5%
Cc1cccc(OCCN2CCC(CO)CC2)c1 | -2.1%
O=C1CC(c2cccc(Cl)c2)c2cc(Br)c3ccccc3c2N1 (stereo unspecified) | -12.2%
Cc1ccc(C)c(-n2cc(CN(C)CCO)c(-c3ccccc3)n2)c1 | 3.8%
CCn1cnnc1-c1nn(C)c2c1CN(C(=O)C(C)c1ccccc1)CC2 (stereo unspecified) | ?
Cc1ccccc1NS(=O)(=O)c1nnc(NC(=O)c2ccco2)s1 | 9.3%
COc1cc(NC(=O)c2cccc3c2C(=O)N(C2CCCCC2)C3)cc(OC)c1OC | 15.9%
CC[C@@]1(C(=O)O)C[C@H](C(=O)NCc2ccccn2)[C@H](c2ccc(OC)cc2)N1C | ?
C=C(C)CN(CC)C(=O)c1c(C)oc2c1CN(Cc1cccc(F)c1)CC2 | ?
Cc1ccccc1C(=O)NC1(C(F)(F)F)N=C(c2ccccc2)N(Cc2ccco2)C1=O (stereo unspecified) | 16.2%

# Further results follow.
smiles | KDM5B inhibitor
CCc1c(C)sc(NC(=O)C(C)(C)C)c1C#N | 4.4%
COc1cc(-c2ccc(-c3nc(CC(C)C)no3)cn2)cc(OC)c1OC | i
COc1ccc(NC(=O)CSCc2cc(=O)c3cc(Cl)ccc3[nH]2)cc1 | -22.0%
Cc1ccc(C)c(S(=O)(=O)Nc2ccc(S(=O)(=O)C3CCCC3)cc2)c1 | -11.4%
Cc1nc(C(=O)N2CCOc3c(O)cc(-c4cccc(Cl)c4)cc3C2)cs1 | 0.0%
COc1ccc(CN(C(=O)COc2ccc(C)cc2)c2ccccn2)cc1OC | 3.0%
CC1=C(c2ccc(C)c(C)c2)S(=O)(=O)N=C1N1CCC(C(=O)NCc2ccc(N(C)C)cc2)CC1 | -4.1%
COc1cc(NC(=O)COc2coc(CN3CCSCC3)cc2=O)cc(OC)c1 | 17.6%
O=C(COc1ccc(F)cc1)NC1CC(=O)N(c2ccc3c(c2)OCCO3)C1 (stereo unspecified) | -27.5%
CNC(=O)[C@@H]1CN(C(=O)Cc2ccsc2)C[C@H]1c1n[nH]c(C)n1 | 5.8%
C[C@H](NC(=O)C(c1ccccc1)c1ccccc1)C(=O)O | 20.0%
N#Cc1cccc(CNCC(c2ccccc2)N2CCCC2)c1 (stereo unspecified) | 24.0%
O=C1C2C3c4ccccc4C(C(=O)O)(c4ccccc43)C2C(=O)N1c1ccccc1C(F)(F)F (stereo unspecified) | -9.7%
CCCn1nc(C(=O)Nc2nc3ccccc3s2)c2ccccc2c1=O | 8.9%
Cc1cc(C(F)(F)F)nc(SCC(=O)Nc2c(C)n(C)n(-c3ccccc3)c2=O)n1 | 26.8%
Cc1ccc2c(c1)C(C[C@H]1CN(C(=O)C3CCCC3)CC[C@H]1CC(=O)O)=NCC2 | ?
CN(C)c1ncccc1CNC(=O)c1ccc2c(c1)CCC(=O)N2 | 15.4%
Cc1ccsc1/C=C(\C#N)C(=O)NC1CC1 | 11.8%
CCCS(=O)(=O)N1CC(C(=O)NCCc2ccncc2)C2(CCOCC2)C1 (stereo unspecified) | -8.4%
COc1ccc(Cc2nc3c4c(C)c(C)n(CCN(C)C)c4ncn3n2)cc1OC | ?
Cc1cccc2nc(COc3ccc4ccc(=O)oc4c3)cc(=O)n12 | -18.6%
Cn1nc(C(=O)Nc2cc(-c3cccc(Cl)c3)no2)c2c1-c1ccccc1OC2 | 4.2%
CC(C)CNC(=O)NCC1Cn2cccc2C(=O)N1Cc1ccccc1 (stereo unspecified) | -2.0%
COc1ccc(C)cc1NC(=O)C(=O)NCCc1csc2nc(-c3ccccc3F)nn12 | -8.3%
C=CCNC(=O)c1cccn2cncc12 | ?
Cc1ccc(-n2ncc3c(NCCCc4ccccc4)ncnc32)cc1 | -6.8%
CCCCCn1cc2c(c1-c1ccc(Cl)cc1)c(=O)n(C)c(=O)n2C | ?
COc1ccc(OC)c(CNC(=O)c2cccc3c2CCN3C(=O)c2ccc(F)cc2)c1 | 5.0%
COc1ccc(CNC(=O)C[C@@H]2CCNC[C@@H]2Cc2cc(-c3ccc(OC)cc3)on2)cc1 | -6.8%
CC1CCN(c2nc3ccc(C(=O)NC(C)C)cc3s2)CC1 | -20.0%
O=S(=O)(c1ccc(Cl)cc1)N1CCN(Cc2ccncc2)CC1 | -9.8%
CCOCCCNCc1ccc(OC)cc1 | -24.8%
CC(=O)c1cccc(NC(=O)CCSC2CCc3ccccc3NC2=O)c1 (stereo unspecified) | 0.0%
CCn1cc(C(=O)NCCc2ccccc2)c(=O)c2cc(S(=O)(=O)N3CCOCC3)ccc21 | ?
O=C(c1ccccn1)N1CCC2(CNc3ccccc3[S+](=O)([O-])N2)C1 (stereo unspecified) | -11.3%
CN(CCCC(=O)OC(C)(C)C)C(=O)c1ccccc1Cl | 17.9%
COc1ccc(-c2noc([C@@H]3C[C@H](NCc4ccc(F)cc4)CN3C)n2)cc1 | 6.1%[86.2 µM]
CC(C)N1C[C@H](O)C[C@H]1c1nnc2n1CCN(C(=O)CCc1c[nH]c3ccccc13)CC2 | -16.2%
N#Cc1ccc(CN2CCCC3(C2)NC(=O)c2ccccc2O3)cc1 (stereo unspecified) | -19.0%[86.2 µM]
CC(C)C[C@@H]1N[C@H](C(=O)NCc2ccco2)Cc2cn(Cc3nccn3C)c3cccc1c23 | ?
Cc1csc(NC(=O)CSc2c3c(nc4cc(Cl)ccc24)CCCC3)n1 | 2.3%
CN(Cc1ccccc1)C(=O)Nc1ccc2oc(C3CC3)nc2c1 | 5.8%
O=C(Cn1nc(-c2ccc(F)cc2)ccc1=O)NCc1cccnc1 | -13.0%
COCCNC(=O)[C@H]1C[C@H](Oc2cccnc2)CN1C(=O)c1ccccc1 | -21.9%
CCOc1ccc(C(=O)N2CCC[C@H]2c2nc(-c3ccccc3)no2)cc1OCC | -3.4%

# Molecules listed so far that have an aryl thioether with sulfur outside any ring (4):
smiles | KDM5B inhibitor
CCn1c(CC(=O)Nc2ccc(Cl)cc2)nnc1SCC(=O)N1CCOCC1 | 31.0%
CCOC(=O)c1ccc(NC(=O)CSc2ccc(-c3ccccn3)nn2)cc1 | -10.5%&-14.1%
Cc1cc(C(F)(F)F)nc(SCC(=O)Nc2c(C)n(C)n(-c3ccccc3)c2=O)n1 | 26.8%
Cc1csc(NC(=O)CSc2c3c(nc4cc(Cl)ccc24)CCCC3)n1 | 2.3%

# The list goes on.
smiles | KDM5B inhibitor
Cc1oc(-c2ccccc2)nc1C(=O)OCC(=O)NC(=O)NCC(C)C | 7.3%
CCN1c2cc(C(=O)Nc3cccc(C#N)c3)ccc2C(=O)N2CCCCC21 (stereo unspecified) | ?
COc1ccccc1N1CCN(C(=O)c2nn(-c3ccc(C)cc3)c(=O)n(C)c2=O)CC1 | -11.4%
Cc1ccc(N2C(=O)N(Cc3ccccc3)c3ccccc3S2(=O)=O)c(C)c1 | 9.3%
CCC1(C)C(C#N)C(=O)NC(=O)C1C#N (stereo unspecified) | 13.8%
CN(Cc1ccccc1)C(=O)COC(=O)c1cc(=O)c2ccccc2o1 | -4.0%
CCOc1cccc(CN2C[C@@H](CO)[C@H](C3CCN(C(C)=O)CC3)C2)c1 | -27.8%
COC(=O)CNC(=O)C1c2ccccc2C(=O)N(CC(C)C)C12CCCCC2 (stereo unspecified) | -10.6%
Cc1nn(C)c2c1c(-c1ccccc1)cc(=O)n2Cc1ccccc1C#N | ?
COC(=O)CNC(=O)c1cc(-c2ccccc2OC)c2cnn(C)c2n1 | ?
CCCN(C)c1nccnc1OC1CCN(C(=O)C2CC2)C1 (stereo unspecified) | -17.0%
COCCNC(=O)c1coc(COc2ccc3c(c2)C(c2ccc(F)cc2)N(C(=O)C(C)C)CC3)n1 (stereo unspecified) | -17.1%
O=C(c1ccn(COc2ccccc2)n1)N1CCN(Cc2ccc(Cl)c(Cl)c2)CC1 | 4.7%
Cc1ccc2c(=O)cc(C(=O)N(Cc3ccc(C(C)C)cc3)C3CCS(=O)(=O)C3)oc2c1C (stereo unspecified) | -0.5%
CCOc1ccc(CCNC(=O)Nc2ccccc2)cc1OCC | 34.7%
O=C(c1ncn[nH]1)N1C[C@@H](COCC2CC2)[C@H](c2ccccn2)C1 | 14.6%
N#Cc1nc(-c2ccccc2Cl)oc1N1CCN(C(=O)c2ccco2)CC1 | ?

# Source: PubChem (National Center for Advancing Translational Sciences (NCATS))
